NR2E3 ag-1 – NR2E3 agonists in two-hybrid cells, primary screen, cell-based, luminescence, CHO-S, Gal4-NCOR/VP16-NR2E3. Photoreceptor-specific nuclear receptor (Homo sapiens), Q9Y5X4. luciferase. inhibition of corepressor binding, % at 3.98 µM. 360,000 compounds, 0.35% hits. AID 602229, 2012;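 active means inhibition above the mean of all tested compounds plus 3 SD, cut at about 70% in these data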;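 further: 0% = DMSO with NR2E3 transfected cells and 100% = cells lacking NR2E3 construct; higher means lower luciferase signal from less NR2E3 corepressor binding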
Target sequence (Q9Y5X4 whole entry, looked up, the tested form may be a part): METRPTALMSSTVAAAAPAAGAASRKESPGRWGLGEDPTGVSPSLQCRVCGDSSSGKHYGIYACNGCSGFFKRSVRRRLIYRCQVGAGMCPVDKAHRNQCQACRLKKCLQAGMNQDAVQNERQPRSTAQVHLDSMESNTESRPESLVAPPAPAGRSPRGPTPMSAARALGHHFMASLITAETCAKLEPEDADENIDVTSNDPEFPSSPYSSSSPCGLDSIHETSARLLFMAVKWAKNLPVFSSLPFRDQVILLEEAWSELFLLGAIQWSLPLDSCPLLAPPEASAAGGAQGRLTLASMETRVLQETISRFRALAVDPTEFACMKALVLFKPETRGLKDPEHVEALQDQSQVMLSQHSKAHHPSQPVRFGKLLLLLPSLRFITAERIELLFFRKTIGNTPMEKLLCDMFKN
hiPSC survival – enhancers of single-cell hiPSC survival, primary screen, ATPlite luminescence; survival enhancement, % at 20 µM; 100% = ROCK inhibitor wells, 0% = DMSO; 360,000 compounds, 0.044% hits; in the data active means survival enhancement above about 18%;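 further: cells exposed to compounds for 16 hours before the ATP read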
MITF TRPM1 inh – inhibitors of MITF-dependent TRPM1 promoter reporter, primary screen, cell-based, SK-MEL-5, single point, luciferase | 330,000 compounds, 0.83% hits | inhibition, % at 12.5 µM | AID 488899, 2010 | SK-MEL-5 TRPM1 promoter luciferase, 24 h;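 active means mean inhibition across replicates of 60% or more, whatever share of single replicates reaches that level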; further: values of inactives mirror those of a sister screen read the other way
KKLEB cytotox – cytotoxicity in KKLEB CF airway cells, primary screen, cytotoxicity control for CF NF-kB inhibitor project, cell-based, uHTS, fluorescence assay plates. activity change (cytotoxicity), % at 5 µM. 360,000 compounds, 0.36% hits. KKLEB CF airway cells viability, ATPlite luminescence, overnight; hits give low values; cells stimulated with P. aeruginosa culture filtrate;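 active means corrected activity change at or below -50% at 5 µM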
CF NFkB block – inhibitors of PAF-induced NF-kB signaling, primary screen, cell-based, GFP fluorescence, uHTS; KKLEB NF-kB-GFP reporter, GFP fluorescence overnight; inhibition, % at 5 µM; 360,000 compounds, 0.86% hits;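 active means at least 50% inhibition at 5 µM, scaled per plate between neutral and stimulator controls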;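 further: PAF is a Pseudomonas aeruginosa culture filtrate used as stimulus; plate controls were PAF-stimulated DMSO wells for no effect and unstimulated DMSO wells for full effect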
aDG glyco up – activators of alpha-DG glycosylation, primary screen, uHTS, Pro5-aDG cells, AlphaScreen | AID 624168, 2012 | 360,000 compounds, 0.22% hits | alpha-DG glycosylation AlphaScreen (IIH6); 0% Pro5, 100% B10-LARGE cell signal | activation, % at 10 µM;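 active means activation of at least 8% versus controls, or a plate z-score of at least 8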;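 further: Pro5 are CHO cells carrying HIG-tagged alpha-DG that lacks glycosylation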
Peg3 promoter – Peg3 promoter-driven luciferase inhibitors, primary screen, cell-based, HeLa, luciferase luminescence; AID 588405, 2011; inhibition, % at 20 µM; 360,000 compounds, 1.7% hits; HeLa PEG-Prom luciferase reporter, overnight;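 active means inhibition of at least 50% at 20 µM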
NR2E3 ag-2 – inhibitors of NR2E3-RetCOR corepressor binding, primary screen, NR2E3 agonist project, biochemical, TR-FRET, GST-NR2E3, biotin-RetCOR | Photoreceptor-specific nuclear receptor (Homo sapiens), Q9Y5X4 | 1536-well | inhibition of corepressor binding, % at 4.78 µM | 320,000 compounds, 0.12% hits | AID 2300, 2010;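 active means percent inhibition above the cutoff of mean plus 3 SD of all tested compounds, set per screening campaign, cut at about 20% in these data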;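 further: 0% = DMSO wells and 100% = biotin wells as full block of FRET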
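Material: NR2E3–RetCOR corepressor complex / Amount: 1.35 nM GST-NR2E3 / Medium: Tris pH 7.5 / Compound: single nominal compound dose of 4.8 µM / Incubation: 5 h at 4 °C / Technique: TR-FRET, Eu(K)-anti-GST donor, streptavidin-D2 acceptor, ex 340, em 617/671 nm / Read-out basis: percent loss of FRET ratio relative to control wells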
Shn3 inh set2 – reduction of Shn3 3'UTR firefly luciferase signal, primary screen, Schnurri-3 inhibitor project, cell-based, Clone20 osteoblasts, set 2 | Clone20 osteoblast Shn3 3'UTR firefly luciferase, 24 h | inhibition, % at 12.5 µM | 360,000 compounds, 0.52% hits | AID 588674, 2011;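 active means mean inhibition of at least 75% with every replicate also reaching 75%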;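 further: 0% = median of neutral control wells and 100% = pilot-screen positive control compound; some compounds past the cut are filed as inactive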
HIF-2a inh – HIF-2a reporter inhibitors, primary screen, luminescence, 786-0 RCC cells; AID 624352, 2012; 786-0 RCC cells HIF-2a reporter, luciferase luminescence, overnight; inhibition, % at 18.8 µM; 360,000 compounds, 0.72% hits;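 active means inhibition of the luminescence signal of 40% or more relative to plate controls, in a single-dose primary screen at 18.75 µM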
TWEAK Fn14 block – inhibitors of TWEAK-Fn14 signaling, primary screen, luciferase reporter cells, uHTS | inhibition, % at 10 µM | TWEAK-stimulated Fn14 reporter cells, luciferase luminescence, 8 h | 360,000 compounds, 2% hits; in the data active means inhibition above about 50%
Active calls of the source: *; . = no result given.

SMILES	NR2E3 ag-1	hiPSC survival	MITF TRPM1 inh	KKLEB cytotox	CF NFkB block	aDG glyco up	Peg3 promoter	NR2E3 ag-2	Shn3 inh set2	HIF-2a inh	TWEAK Fn14 block
CCCCCCNC(=O)Cc1c(O)c2ccccc2[nH]c1=O	-9	3.3	-6	10	-2	-0.1	-1	2	-6	10	28
O=C(CN(CCc1ccccc1)S(=O)(=O)c1ccc(Cl)cc1)N/N=C/c1ccc2c(c1)OCO2	12	-0.4	3	-28	24	0.0	8	1	10	11	-26
CC(C)C(=O)N1CCC1(C)C(=O)NCc1ccc(F)cc1Cl (centres undefined)	-12	6.3	.	3	-26	-0.3	14	.	0	10	7
O=C(CN(C(=O)CCC(=O)Nc1nccs1)c1ccccc1F)NCc1ccccc1	2	0.3	-1	4	-5	0.0	9	0	-13	6	12
Cc1nn(CC(=O)NCCc2ccccc2)c(=O)c2cc3occc3n12	-10	1.0	-2	16	3	0.1	-8	1	-18	-2	-1
COc1ccc(C(=O)NCc2ccc(C)cc2)cc1S(=O)(=O)N1CCOCC1	27	2.0	.	2	-1	-0.3	4	.	-5	1	3
O=C(Nc1cc(Cl)ccc1F)C1=COCCO1	-30	0.2	-28	5	-6	0.4	-67	-1	-29	-53	-18
C[C@@H]1CN([C@H](C)CO)C(=O)CCCn2cc(nn2)CO[C@H]1CN(C)C(=O)CCC(F)(F)F	-12	2.8	.	7	-28	-0.2	7	.	-10	9	-2
CC(C)(CN1CCc2ccccc2C1)NS(=O)(=O)c1ccccc1	13	0.2	-2	-1	-12	0.0	5	-2	8	10	0
O=C(NCc1ccc(F)cc1)C1CCCN(C(=O)Nc2ccccc2)C1 (centres undefined)	9	-0.6	4	7	-11	0.2	10	2	-2	18	5
Cc1cc(C)c(S(=O)(=O)c2cccc(Br)c2C)c(=O)[nH]1	-6	0.5	2	-6	16	0.0	20	1	14	13	-2
CCOC(=O)C1(Cc2cccc(OC)c2)CCN(Cc2cnc(N)nc2)CC1	-15	-0.2	-9	12	2	-0.2	-10	-2	-2	13	8
CC(=O)Nc1cc(-c2nn3c(C)nnc3s2)ccc1C	-2	-1.2	2	19	-17	-0.1	-5	-1	5	-5	2
CN(Cc1ccccc1)C(=O)c1cccc(NC(=O)Cc2ccc(NC(=O)C3CCCN(C(=O)C4CCCCC4)C3)cc2)c1 (centres undefined)	-15	0.7	-2	17	-51	0.0	4	.	8	-30	20
CC1CC(=O)Nc2ccccc2N1C(=O)COc1ccc2cc(Br)ccc2c1 (centres undefined)	15	-1.4	9	3	-4	0.0	17	7	5	10	-18
C[C@H](NC(=O)COc1ccccc1)C(=O)OCC(=O)c1cc2ccccc2o1	-9	9.9	9	-5	7	-0.1	-5	.	-5	-1	3
O=C(Nc1ccc2c(c1)OCCO2)C(c1cc2ccccc2o1)N1CCN(C/C=C/c2ccccc2)CC1 (centres undefined)	13	-2.7	.	-14	-2	-0.1	-13	.	-6	-60	86*
O=C(COc1ccccc1O)NNc1ccccc1	61	2.8	-3	7	-8	1.3	12	0	-6	18	0
O=C(CN1CCOc2ccccc21)N1CCN(c2cccc(Cl)c2)CC1	-29	4.1	.	-4	6	0.3	6	-2	7	13	5
CC1C(C#N)=C(N)OC2=C1C(=O)CC(c1ccccc1)C2 (centres undefined)	-31	-0.6	-6	-2	-3	0.0	-2	-1	7	-13	-5
Cc1cccc(NC(=O)c2sc(NC(=O)COc3ccccc3)c(C#N)c2C)c1C	-18	2.5	4	-1	16	0.2	3	2	14	-23	-3
CCOC(=O)c1cnc(N)nc1-c1ccccc1	-13	5.7	-4	-3	-16	0.4	-6	.	7	17	11
Cc1oc(C(=O)O)cc1COc1ccc2c3c(c(=O)oc2c1C)CCC3	22	-1.5	1	4	6	0.4	-4	-1	-10	-53	13
CCCCN(CC)Cc1ccc(CNC(=S)Nc2ccc(C)cc2Cl)o1	37	-0.7	15	-8	3	-0.1	-10	0	70	84*	74*
O=C(CN1C(=O)CCSc2ccc(S(=O)(=O)N3CCCC3)cc21)Nc1ccccc1Cl	-10	-0.5	12	-9	4	0.2	-7	-2	6	5	-21
Cc1ccc(NCCC(=O)c2cccs2)cc1	-82	-0.3	-65	-10	3	0.3	-322	-3	-36	-345	-22
C/C(=N/NC(=O)NC12CC3CC(CC(C3)C1)C2)c1ccccc1	-19	-0.2	8	18	2	-0.1	0	-2	-1	-8	-7
CCc1ccc2[nH]c(=O)c(CN(CCN(CC)CC)C(=S)NCc3ccco3)cc2c1	-1	-0.6	-2	5	-2	2.9	31	-2	-27	24	5
Oc1oc(-c2ccco2)nc1C=Nc1ccccc1	-31	-1.4	-62	9	-2	0.0	-10	1	-43	-51	32
COCCN(CCOC)S(=O)(=O)c1ccc(C(=O)Nc2nnc(CSC)o2)cc1	12	0.6	4	13	-9	0.0	12	-2	-2	5	9

A few values from above.
Cc1nn(CC(=O)NCCc2ccccc2)c(=O)c2cc3occc3n12 – NR2E3 ag-2: 1
CCCCN(CC)Cc1ccc(CNC(=S)Nc2ccc(C)cc2Cl)o1 – KKLEB cytotox: -8

(list continues)
SMILES	NR2E3 ag-1	hiPSC survival	MITF TRPM1 inh	KKLEB cytotox	CF NFkB block	aDG glyco up	Peg3 promoter	NR2E3 ag-2	Shn3 inh set2	HIF-2a inh	TWEAK Fn14 block
COc1cc(C(=O)N2CCN(CC(O)COc3ccccc3)CC2)cc(OC)c1OC (centres undefined)	17	-0.4	-1	-3	2	0.1	16	-3	-4	21	-7
Cc1cc(NC(=O)Nc2ccc(OCc3ccccc3)cc2)n(C)n1	13	-0.6	12	2	-6	0.0	-3	5	-9	-12	7
C/C(=N\Nc1cc(N2CCOCC2)ncn1)c1cccc([N+](=O)[O-])c1	9	-3.9	0	-7	56*	-0.7	102*	2	-114	-68	11
CCCOc1ccc(C(=O)Nc2ccc(S(=O)(=O)Nc3onc(C)c3C)cc2)cc1	13	2.0	13	2	0	0.7	8	2	-12	4	-12
CCC1(C(=O)NC(=Nc2ccccc2)Nc2ccccc2)CCOC1=O (centres undefined)	-11	6.8	-4	1	-14	0.1	-2	.	-4	12	-2
O=C1CCCCC1Nc1ccc2ccccc2c1 (centres undefined)	-56	-0.2	-16	-6	16	-0.2	-140	.	-28	-173	-11
COc1ccc(C(=O)Nc2cccc(C)c2)cc1	-126	-3.8	-52	5	-16	0.2	-73	-2	-39	-237	-15
NC(=O)[C@@H]1CCOc2c(I)cc([N+](=O)[O-])cc2C(=O)N[C@@H](CO)C(=O)NCC(=O)N1	7	-0.9	-4	8	-12	-0.1	-15	3	12	8	-30
CCOC(=O)c1sc(NNC(=O)c2ccc(F)cc2)nc1C	7	-0.3	-8	-5	-2	1.2	-28	1	-50	-67	-22
CCOc1cc(-c2nc(-c3ccc(C)nc3OC)no2)cc(OCC)c1OCC	-29	1.9	2	-19	6	0.0	6	.	-29	17	3
CC(=O)Oc1ccc(C(=O)Nc2nnc(C)s2)cc1	-29	3.8	-22	-7	-7	-0.2	-102	3	-40	-96	-8
COc1cccc(/C=N/NC(=O)c2[nH]nc3c2CCc2ccccc2-3)c1	1	0.6	.	5	-20	-0.1	-14	-2	-9	-27	-13
COc1cc2c(oc(=O)c3cc(C)cc(OC)c32)c2c(C3OC(C)C(O)C(C)(O)C3O)ccc(O)c12 (centres undefined)	54	-3.1	65*	9	22	0.1	100*	.	9	58*	-3
COC(=O)C1=C(\O)CCCC/C=C\1C(=O)O	12	-1.3	-1	-5	3	0.0	2	.	14	17	-2
O=C(CC(c1ccccc1)c1ccccc1)NCc1cccnc1	6	2.9	-4	7	-14	0.1	13	1	2	7	10
COCCNC(=O)C1(C)CCN(C(=O)c2sccc2C)C1 (centres undefined)	-14	-1.8	.	11	8	0.0	-10	.	35	-2	1
CCc1ccc2[nH]c(=O)c(CN(Cc3ccccc3)Cc3nnnn3Cc3ccco3)cc2c1	-22	0.0	-10	-18	-1	0.4	11	-1	26	-63	-42
O=C(NCc1ccccc1)c1ccccc1CO	2	-1.3	-12	11	3	0.0	19	0	-3	11	3
Cc1cccc(/C=N/n2c(-c3ccncc3)n[nH]c2=S)c1	20	-2.0	-3	-6	29	0.3	8	-3	-2	8	10
CCn1cc(C(=O)N[C@H](C(=O)NCCCn2ccnc2)C(C)C)c(=O)c2cc3c(cc21)OCO3	-3	-0.4	-2	10	5	-0.2	16	1	-6	15	-10
COc1cc(CC(=O)OCC(=O)Nc2sccc2C(N)=O)cc(OC)c1OC	-10	-0.2	25	-4	-6	1.4	16	-1	55	5	43
CC(C)(C)NC(=O)NC(=O)COC(=O)COc1ccc2c(c1)CCC2	-3	-0.8	-1	-8	12	0.3	5	-1	10	8	-5
COc1ccc(OC)c(NC(=O)C2C3C=CC(C3)C2C(=O)NCc2ccccn2)c1 (centres undefined)	-16	2.4	5	5	5	-0.1	9	-1	-9	12	-1
COc1cccc(CN2C(=O)C(C)Oc3ccccc32)c1 (centres undefined)	-55	-0.4	-2	-1	14	0.0	16	1	5	2	-5
O=C(Cn1c(=O)cnc2ccccc21)Nc1cccc(S(=O)(=O)N2CCCCC2)c1	-11	0.1	3	-21	-4	-0.2	13	3	14	21	-13
CC12CCC(C1)C(C)(C)C2NS(=O)(=O)c1ccc(F)cc1 (centres undefined)	-6	0.0	6	-1	16	-0.1	22	4	7	12	0
Cn1c(CN2CCOCC2)nnc1SCC(=O)NCCc1ccccc1	-30	1.1	11	3	2	-0.1	14	-3	13	22	-6

Nothing new here: 4 of the compounds above.
SMILES	NR2E3 ag-1	hiPSC survival	MITF TRPM1 inh	KKLEB cytotox	CF NFkB block	aDG glyco up	Peg3 promoter	NR2E3 ag-2	Shn3 inh set2	HIF-2a inh	TWEAK Fn14 block
COCCNC(=O)C1(C)CCN(C(=O)c2sccc2C)C1 (centres undefined)	-14	-1.8	.	11	8	0.0	-10	.	35	-2	1
CCc1ccc2[nH]c(=O)c(CN(Cc3ccccc3)Cc3nnnn3Cc3ccco3)cc2c1	-22	0.0	-10	-18	-1	0.4	11	-1	26	-63	-42
O=C(NCc1ccccc1)c1ccccc1CO	2	-1.3	-12	11	3	0.0	19	0	-3	11	3
Cc1cccc(/C=N/n2c(-c3ccncc3)n[nH]c2=S)c1	20	-2.0	-3	-6	29	0.3	8	-3	-2	8	10

Screens (PubChem)
